MOR-DOR ag – agonists of OPRM1-OPRD1 heterodimerization, primary screen, cell-based, luminescence; Mu-type opioid receptor (Homo sapiens) + Delta-type opioid receptor (Homo sapiens), …; cells; activation, % at 9.3 µM; 340,000 compounds, 0.3% hits; in the data active means activation above about 18%;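 further: 0% = vehicle-treated cells and 100% = reference agonist; values of inactives mirror those of a sister screen read the other way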
Target sequence (P35372 whole entry, looked up): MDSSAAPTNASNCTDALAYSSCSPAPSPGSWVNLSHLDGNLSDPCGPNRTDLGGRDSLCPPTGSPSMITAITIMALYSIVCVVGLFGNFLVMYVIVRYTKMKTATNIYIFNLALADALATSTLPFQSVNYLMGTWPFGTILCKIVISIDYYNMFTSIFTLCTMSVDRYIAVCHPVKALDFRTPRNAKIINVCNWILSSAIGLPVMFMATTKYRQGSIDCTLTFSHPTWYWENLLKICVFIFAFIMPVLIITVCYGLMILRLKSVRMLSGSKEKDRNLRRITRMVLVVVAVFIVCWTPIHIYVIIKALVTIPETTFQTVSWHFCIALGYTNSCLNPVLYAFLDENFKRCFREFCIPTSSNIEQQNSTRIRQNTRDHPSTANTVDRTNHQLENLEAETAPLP
Target sequence (P41143 whole entry, looked up): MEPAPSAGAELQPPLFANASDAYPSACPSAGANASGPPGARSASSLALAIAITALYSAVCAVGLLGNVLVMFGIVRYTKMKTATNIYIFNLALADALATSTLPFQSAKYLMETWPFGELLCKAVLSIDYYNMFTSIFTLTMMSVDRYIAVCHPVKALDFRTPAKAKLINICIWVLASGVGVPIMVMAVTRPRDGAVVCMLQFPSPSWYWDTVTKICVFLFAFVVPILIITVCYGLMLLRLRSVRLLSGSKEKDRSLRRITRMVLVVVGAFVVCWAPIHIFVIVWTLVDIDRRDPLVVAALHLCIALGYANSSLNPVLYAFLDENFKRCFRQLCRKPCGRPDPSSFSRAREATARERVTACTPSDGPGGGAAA
HTR5A ag – HTR5A agonists in luminescence cell assay, primary screen, counter-screen for OPRM1-OPRD1 heterodimer agonist project, full-deck HTS; 5-hydroxytryptamine receptor 5A (Homo sapiens), P47898; activation, % at 9.3 µM; 340,000 compounds, 0.61% hits; cell-based; in the data active means activation mostly above about 9.5%, no sharp cut-off; inactive means mostly below about 7.6%;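 further: 0% = cells with vehicle only and 100% = reference agonist; strong numbers were not always called active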
PKA-R1A activ – activators of PKA-R1A holoenzyme, primary screen, biochemical, fluorescence polarization, Cy5-IP20, bovine R1A, mouse PKAc; cAMP-dependent protein kinase type I-alpha regulatory subunit (Bos taurus) + …; PKA-R1A dissociation; scaled: DMSO 0%, 113 µM cGMP 100%; activation, % at 11.4 µM; 340,000 compounds, 0.083% hits; AID 504707, 2011;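 active means percent activation above the mean of all tested compounds plus 3 SD, cut at about 19% in these data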;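 further: higher means more PKAc released from R1A so a rise in polarization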
DAGLB inhibitor – DAGLB lipase inhibitors, primary screen, biochemical, fluorescence, HTS | HEK293T DAGLB membrane lysate, EnzChek fluorogenic substrate | inhibition, % at 5.17 µM | 340,000 compounds, 0.059% hits | AID 504411, 2011; in the data active means inhibition above about 34%;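 further: 0% = enzyme with vehicle and 100% = wells lacking enzyme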
MOR-DOR inv ag – inverse agonists of MOR-DOR heterodimerization, primary screen, cell-based, luminescence; Mu-type opioid receptor (Homo sapiens) + Delta-type opioid receptor (Homo sapiens), …; cell-based MOR-DOR heterodimer luminescence, inverse agonism; inhibition, % at 9.3 µM; 340,000 compounds, 0.21% hits; in the data active means inhibition above about 22%, passing the limit was not always enough;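 further: 0% = cells with DMSO and 100% = wells without cells with DMSO; values of inactives mirror those of a sister screen read the other way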
Pemphigus Ab inh – inhibitors of pemphigus antibody binding to DSG3, primary screen, biochemical, bead-based, flow cytometry, scFv-GFP | Desmoglein-3 (Homo sapiens), P32926 | DSG3-coupled beads, scFv-anti-DSG3-GFP binding; stronger effect = lower value | binding (percent of control), % at 10 µM | 310,000 compounds, 0.48% hits | AID 588358, 2011;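 active means binding more than 3 SD below its plate's average and above zero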; further: some compounds called inactive have numbers as strong as hits
PKA-R2B activ – activators of PKA-R2B holoenzyme, primary screen, biochemical, fluorescence polarization, Cy5-IP20, human. activation, % at 11.4 µM. AID 504700, 2011. cAMP-dependent protein kinase catalytic subunit beta (Homo sapiens) + cAMP-dependent …. PKA-R2B holoenzyme dissociation; R2B truncated from residue 108, S112A mutant; 0% DMSO only, 100% 113 µM cGMP. 340,000 compounds, 0.079% hits;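 active means activation above a cutoff set at the mean over all compounds plus 3 SD, cut at about 18% in these data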;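 further: higher means more holoenzyme dissociation and a rise in polarization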
V-ATPase pH – regulators of yeast V-ATPase proton pumping, primary screen, pHLuorin cytosolic pH fluorescence. S. cerevisiae. response, % at 10 µM. 350,000 compounds, 0.37% hits; in the data active means response mostly above about 7.3%, no sharp cut-off; inactive means mostly below about 5.4%; further: actives read high; inactives centre near 0; some compounds called inactive have numbers as strong as hits; reference of the scale not given here
HTR5A inv ag – HTR5A inverse agonists in luminescence cell assay, primary screen, counter-screen for OPRM1-OPRD1 heterodimer inverse agonist project, full-deck HTS; 340,000 compounds, 0.083% hits; HTR5A cell line, inverse agonism; AID 504634, 2011; 5-hydroxytryptamine receptor 5A (Homo sapiens), P47898; inhibition, % at 9.3 µM; in the data active means inhibition mostly above about 23%, no sharp cut-off; inactive means mostly below about 18%;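 further: 0% = cells with DMSO and 100% = no-cell wells with DMSO; some compounds called inactive have numbers as strong as hits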
Arrestin-AP2 inh – inhibitors of beta-arrestin/AP2 binding, primary screen, biochemical, GPCR trafficking, flow cytometry | beta-arrestin 1 C-terminal peptide binding to AP2 beta2-adaptin appendage (human) | FITC-arrestin peptide / GST-AP2 beads; AP2 beta2 appendage carries R879A mutation | inhibition, % at 10 µM | 340,000 compounds, 0.31% hits | AID 504490, 2011;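 active means inhibition above a set limit, near 3 SD of compounds lacking own fluorescence, cut at about 54% in these data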;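 further: plate controls were DMSO wells for no effect and 5 µM unlabelled arrestin peptide for full effect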
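Test system: GST-tagged AP2 beta2-adaptin appendage (R879A) on 4 µm glutathione beads; also added: fluorescein-tagged arrestin peptide at 50 nM final; timing: 12 min plus 1 h, RT; signal: flow cytometry, FL1 (488/535 nm); read-out: percent drop in bead-associated FITC signal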
The depositor's hits bear a star; nt = not tested or not shown. Outcome played no part in choosing rows; 2.4% or so of the library scored in one or more.

molecule	MOR-DOR ag	HTR5A ag	PKA-R1A activ	DAGLB inhibitor	MOR-DOR inv ag	Pemphigus Ab inh	PKA-R2B activ	V-ATPase pH	HTR5A inv ag	Arrestin-AP2 inh
CS(=O)(=O)N(CC(=O)NCc1ccc(Cl)cc1)C1CCCCC1	-1.4	3.3	-8.7	-3.0	8.0	nt	-8.7	1.4	13.0	1.2
Cc1cc(-c2n[nH]c(=S)n2/N=C/C(Br)=C/c2ccccc2)n[nH]1	2.9	-6.4	-8.6	4.8	-15.1	98.2	4.1	0.1	23.5	nt
CCOC(=O)c1c(S(=O)(=O)NCC(=O)N2CCN(c3ccccc3)CC2)c(C)n(C)c1C	-2.4	2.5	3.4	2.7	12.5	nt	6.6	-3.0	-9.6	14.4
CCOC(=O)c1nnc(-c2ccccc2)nc1Oc1ccccc1Cl	-1.4	1.2	-11.0	0.2	6.9	104.0	0.0	-1.2	-2.6	24.8
COc1ccc(OC)c(NC(=O)C2CCCN(S(=O)(=O)c3ccc(-n4cnnn4)cc3)C2)c1 (stereo not drawn)	1.1	4.0	-6.2	2.8	-8.5	99.8	-7.5	-0.8	-11.9	-4.2
COc1ccc(C(=O)/C=C/c2ccc(O)cc2)cc1	-0.2	2.4	-2.0	-3.3	0.9	102.1	9.3	1.2	-2.0	-4.1
O=c1c2cc(NC(=S)NCCN3CCCCCC3)ccc2nc2n1CCCCC2	0.3	-0.9	4.4	-1.0	-1.4	98.0	4.1	4.2	2.5	-13.9
COc1ccc(OC)c2sc(N3CCN(C(=O)c4ccc([N+](=O)[O-])s4)CC3)nc12	6.5	4.7	-5.3	4.9	-41.3	101.0	-1.7	-4.0	-3.3	13.6
O=C1C(=O)N(c2ccccc2)C(c2ccccc2)C1c1ccccc1 (stereo not drawn)	-0.1	-0.1	3.4	2.3	0.4	122.2	4.1	1.8	0.3	7.3
Cc1ccc(S(=O)(=O)N(C)CC(=O)N2CCCC2)cc1	-1.9	3.4	3.5	0.6	9.2	92.2	4.8	-2.4	-8.8	-10.5
CCCCCCCOc1ccc(C2CC(=O)N(C)C2=O)cc1 (stereo not drawn)	1.1	-4.0	-7.3	-3.9	-5.5	124.8	-7.8	-0.5	15.2	6.6
CN(C1CCCC1)C1CCN(C(=O)CNC(=O)/C=C/c2ccc(F)cc2)CC1	-1.6	2.5	-5.0	-0.8	8.6	92.8	-1.2	2.3	-6.4	16.0
CN1CCN(C(=O)/C(=C/c2ccc([N+](=O)[O-])cc2)NC(=O)c2ccccc2)CC1	-0.3	7.1	2.4	-0.2	2.1	89.7	-6.2	-0.6	-21.1	-4.3
COC(=O)[C@]1(C)N[C@H](c2ccc(-c3cccc(Cl)c3)cc2)[C@@H]2C(=O)N(C)C(=O)[C@@H]21	-1.9	-2.6	5.1	-0.6	11.0	102.9	-4.2	-0.4	-21.3	-8.2
CCN(C(=O)COC(=O)CCNS(=O)(=O)c1ccccc1F)c1c(N)n(Cc2ccccc2)c(=O)[nH]c1=O	-5.9	-4.5	3.7	-0.2	23.1	113.2	-7.8	-0.1	11.4	-1.1

Two records picked at random from the list so far:
molecule	MOR-DOR ag	HTR5A ag	PKA-R1A activ	DAGLB inhibitor	MOR-DOR inv ag	Pemphigus Ab inh	PKA-R2B activ	V-ATPase pH	HTR5A inv ag	Arrestin-AP2 inh
COc1ccc(OC)c2sc(N3CCN(C(=O)c4ccc([N+](=O)[O-])s4)CC3)nc12	6.5	4.7	-5.3	4.9	-41.3	101.0	-1.7	-4.0	-3.3	13.6
COC(=O)[C@]1(C)N[C@H](c2ccc(-c3cccc(Cl)c3)cc2)[C@@H]2C(=O)N(C)C(=O)[C@@H]21	-1.9	-2.6	5.1	-0.6	11.0	102.9	-4.2	-0.4	-21.3	-8.2

More structures.
molecule	MOR-DOR ag	HTR5A ag	PKA-R1A activ	DAGLB inhibitor	MOR-DOR inv ag	Pemphigus Ab inh	PKA-R2B activ	V-ATPase pH	HTR5A inv ag	Arrestin-AP2 inh
O=C(CSc1nc(C(F)(F)F)cc(=O)[nH]1)N1CCC(Cc2ccccc2)CC1	-1.3	4.8	-1.6	3.5	6.5	103.2	-6.4	4.8	9.8	4.0
O=C(NC(Cc1c[nH]c2ccccc12)C(=O)O)c1ccc(Br)cc1 (stereo not drawn)	-0.4	-0.5	-10.2	0.3	2.1	98.3	-6.7	4.1	1.3	10.2
COc1cc(CN(C(=S)NCC(=O)NC2CC2)C2CCCC2)cc(OC)c1OC	-2.0	-5.6	-0.3	-0.9	10.4	107.3	5.8	-7.0	14.2	-17.3
CCC(C)n1c(S(=O)(=O)O)nc2ccccc21 (stereo not drawn)	1.2	0.5	0.5	0.7	-6.5	100.3	-6.8	-3.3	-4.5	7.3
CCN(CC)C(=O)c1cccc(NC(=O)c2cc(C3CC3)nc3c2cnn3C(C)C)c1	0.3	-6.5	-19.3	-9.6	-1.3	106.2	-2.6	-2.3	16.5	-7.3
CCc1ccc(N(CC(=O)NC2CC2)S(=O)(=O)c2ccc(C)cc2)cc1	0.4	-8.2	-8.0	-5.4	-2.1	nt	-7.3	2.1	-10.3	3.3
COc1ccc(Cc2nnc(SCC(=O)Nc3ccc(N4CCOCC4)cc3)n2C)cc1	-3.1	5.0	-7.2	-1.3	16.4	104.6	-7.2	-1.2	-13.4	26.7
CCCCC1CCC(C(=O)NC2CCS(=O)(=O)C2)CC1 (stereo not drawn)	0.0	0.2	7.9	5.2	0.2	110.5	-9.1	3.0	-0.8	10.2
Cc1ccc(Cn2c(S(=O)(=O)O)nc3ccccc32)cc1	-0.1	-3.5	2.0	3.0	0.6	98.0	-9.3	2.7	15.8	29.6
COc1cccc(Nc2ccc(Nc3cccc(OC)c3)nn2)c1	-1.9	2.3	-8.9	2.3	11.2	102.0	-8.4	-0.4	-6.1	-7.0
Cc1c(C(=O)OC/C(O)=C(\C#N)c2nc3ccccc3[nH]2)oc2ccccc12	8.6	0.8	1.6	3.3	-46.7	101.3	-7.9	-0.1	-2.4	-6.4
O=C(NCCc1ccccc1)C1CCCN(c2cnccn2)C1 (stereo not drawn)	-3.9	2.7	-13.4	1.2	19.5	103.1	-14.2	6.0	-30.7	3.0
CCN(CC)S(=O)(=O)c1ccc2oc(C(=O)NCC3COc4ccccc4O3)c(C)c2c1 (stereo not drawn)	1.7	6.3	-10.6	-8.2	-8.9	107.0	-4.0	-1.3	2.1	30.3
COCCCNC(=O)CCCn1c(=O)[nH]c2ccccc2c1=O	-3.2	2.8	-14.6	-1.2	19.8	nt	-3.8	-1.1	-7.5	-6.5
CNC(=O)C(NC(=O)CNC(=O)c1ccc(Cl)cc1)C(C)(C)C (stereo not drawn)	0.7	-0.6	12.8	-0.6	-3.7	96.5	-5.8	-2.1	1.6	23.3

(next part)
molecule	MOR-DOR ag	HTR5A ag	PKA-R1A activ	DAGLB inhibitor	MOR-DOR inv ag	Pemphigus Ab inh	PKA-R2B activ	V-ATPase pH	HTR5A inv ag	Arrestin-AP2 inh
Cc1nnc(N2C(=O)c3oc4ccccc4c(=O)c3C2c2ccco2)s1 (stereo not drawn)	-1.1	4.1	2.2	3.0	5.5	106.5	4.2	-1.7	-11.2	6.0
CCCn1c(SCC(=O)NC(=O)Nc2ccc(C)cc2C)n[nH]c1=O	-0.4	5.0	-2.1	3.5	2.5	97.7	-0.8	-1.2	1.9	6.8
CCOc1ccc(C(=O)Nc2cccc(-c3nc4cccnc4o3)c2)cc1Cl	3.6	3.4	-1.5	0.7	-19.7	103.6	-2.8	-8.0	-36.7	7.3
CCC(C)c1ccc(NC(=S)Nc2ccc(OC)cc2)cc1 (stereo not drawn)	0.1	0.9	-4.6	-4.9	-0.8	100.0	-6.7	-0.5	-0.5	9.0
O=[N+]([O-])c1ccc(-c2cn3c(n2)CCC3)cc1	3.4	7.9	1.1	-1.0	-17.4	107.7	-3.0	-0.7	-9.6	15.9
O=C(COc1ccc(N2CC(C(=O)O)CC2=O)cc1)Nc1cccc(C(F)(F)F)c1 (stereo not drawn)	0.0	3.4	5.6	0.2	-0.1	99.8	7.9	-2.1	-8.0	3.0
COCc1cc(/C=N\NC(=O)COc2ccc(Cl)cc2)ccc1OC	0.9	-1.8	-12.3	-2.2	-5.4	95.6	10.9	-1.6	4.9	10.8
CC1(C)COC(c2cccc(C3=NC(C)(C)CO3)n2)=N1	-0.9	2.6	-8.1	1.0	5.6	99.5	-15.8	1.2	-7.1	6.5
CCC1(c2ccc(F)cc2)NC(=O)N(CC(=O)N2c3ccccc3NC(=O)C2(C)C)C1=O (stereo not drawn)	0.1	5.1	2.9	2.1	-0.5	98.4	-2.3	-0.6	1.9	-3.6
COC(=O)CNC(=O)c1cc(OC)cc(OC)c1	-2.0	3.0	2.1	-0.1	10.7	98.0	-14.3	-0.2	-8.3	-12.9
Cc1c(Cc2ccccc2)c(=O)oc2c(C)c(OC(C)C(=O)NCC3CCC(C(=O)O)CC3)ccc12 (stereo not drawn)	0.7	-3.1	0.6	-0.3	-3.6	nt	0.1	-0.3	21.6	18.9
COc1ccccc1NS(=O)(=O)c1cc(N/C(=N/S(=O)(=O)c2ccccc2)c2ccc(F)cc2)ccc1Cl	nt	nt	5.8	-1.1	nt	108.1	8.0	0.1	nt	nt
Cn1ccnc1C(=O)c1cccc(Br)c1	-2.3	-1.3	0.4	-0.3	14.7	89.9	7.1	-5.7	3.6	3.3
